Shn3 inh set2 = reduces Shn3 3'UTR luciferase signal in osteoblasts. Clone20 osteoblast Shn3 3'UTR firefly luciferase, 24 h. inhibition, % at 12.5 µM. actives 0.52% (n = 360,000). AID 588674;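 active = mean inhibition of at least 75% with every replicate also reaching 75%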;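 note: 0% = median of neutral control wells and 100% = pilot-screen positive control compound; some compounds past the cut are filed as inactive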
CF NFkB inh = blocks PAF-induced NF-kB reporter in cystic fibrosis cells; actives 0.86% (n = 360,000); AID 588850; KKLEB NF-kB-GFP reporter, GFP fluorescence overnight; inhibition, % at 5 µM;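 active = at least 50% inhibition at 5 µM, scaled per plate between neutral and stimulator controls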;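 note: PAF is a Pseudomonas aeruginosa culture filtrate used as stimulus; plate controls were PAF-stimulated DMSO wells for no effect and unstimulated DMSO wells for full effect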
HIF-2a inh = inhibitors of HIF-2a. 786-0 RCC cells HIF-2a reporter, luciferase luminescence, overnight. inhibition, % at 18.8 µM. actives 0.72% (n = 360,000). AID 624352;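 active = inhibition of the luminescence signal of 40% or more relative to plate controls, in a single-dose primary screen at 18.75 µM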
TWEAK-Fn14 inh = inhibitors of TWEAK-Fn14 interaction signaling. inhibition, % at 10 µM. actives 2% (n = 360,000). TWEAK-stimulated Fn14 reporter cells, luciferase luminescence, 8 h; in the data active = inhibition above about 50%
MITF TRPM1 inh = MITF TRPM1 promoter inhibition in SK-MEL-5 cells; SK-MEL-5 TRPM1 promoter luciferase, 24 h; inhibition, % at 12.5 µM; actives 0.83% (n = 330,000);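 active = mean inhibition across replicates of 60% or more, whatever share of single replicates reaches that level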; note: values of inactives mirror those of a sister screen read the other way
Peg3 prom inh = Peg3 promoter activity inhibition | HeLa PEG-Prom luciferase reporter, luminescence, overnight | inhibition, % at 20 µM | actives 1.7% (n = 360,000) | AID 588405;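 active = inhibition of at least 50% at 20 µM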
KKLEB tox = reduces viability of KKLEB cystic fibrosis airway cells | activity change (cytotoxicity), % at 5 µM | actives 0.36% (n = 360,000) | KKLEB CF airway cells viability, ATPlite luminescence, overnight; hits give low values; cells stimulated with P. aeruginosa culture filtrate;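 active = corrected activity change at or below -50% at 5 µM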
hiPSC survival = increases survival of single human iPS cells | hiPSC single-cell survival, ATPlite luminescence; 100% = ROCK inhibitor wells, 0% = DMSO | survival enhancement, % at 20 µM | actives 0.044% (n = 360,000); in the data active = survival enhancement above about 18%;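 note: cells exposed to compounds for 16 hours before the ATP read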
NR2E3 ag-1 = activates human NR2E3 receptor | Q9Y5X4 | CHO-S Gal4-NCOR/VP16-NR2E3 two-hybrid, luciferase | inhibition of corepressor binding, % at 3.98 µM | actives 0.35% (n = 360,000) | AID 602229;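 active = inhibition above the mean of all tested compounds plus 3 SD, cut at about 70% in these data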;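 note: 0% = DMSO with NR2E3 transfected cells and 100% = cells lacking NR2E3 construct; higher means lower luciferase signal from less NR2E3 corepressor binding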
Target sequence (Q9Y5X4 whole entry, looked up, the tested form may be a part): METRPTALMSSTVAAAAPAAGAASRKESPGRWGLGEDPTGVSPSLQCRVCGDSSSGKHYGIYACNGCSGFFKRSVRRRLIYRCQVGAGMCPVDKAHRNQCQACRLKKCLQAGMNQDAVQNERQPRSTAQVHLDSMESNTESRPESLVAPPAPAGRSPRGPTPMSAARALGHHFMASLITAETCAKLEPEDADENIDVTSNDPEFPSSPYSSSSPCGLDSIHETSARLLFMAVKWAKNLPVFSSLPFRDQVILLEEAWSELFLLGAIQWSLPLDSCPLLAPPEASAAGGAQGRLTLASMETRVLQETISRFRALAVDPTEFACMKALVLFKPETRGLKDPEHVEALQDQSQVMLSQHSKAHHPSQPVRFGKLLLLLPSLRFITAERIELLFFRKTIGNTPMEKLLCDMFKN
NR2E3 ag-2 = NR2E3 (human) agonism | GST-NR2E3/biotin-RetCOR TR-FRET, 1536-well | inhibition of corepressor binding, % at 4.78 µM | actives 0.12% (n = 320,000) | AID 2300;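 active = percent inhibition above the cutoff of mean plus 3 SD of all tested compounds, set per screening campaign, cut at about 20% in these data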;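 note: 0% = DMSO wells and 100% = biotin wells as full block of FRET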
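Material: NR2E3–RetCOR corepressor complex / Incubation: Compound–protein incubation for 5 h at 4 °C / Dosing: compound at 4.8 µM, single dose / Detection: time-resolved FRET / Benchmarks: high control biotin, low control 0.6% DMSO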
aDG glyco up = alpha-DG glycosylation activation | AID 624168 | activation, % at 10 µM | Pro5-aDG cells, alpha-DG glycosylation AlphaScreen (IIH6); 0% Pro5, 100% B10-LARGE cell signal | actives 0.22% (n = 360,000);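 active = activation of at least 8% versus controls, or a plate z-score of at least 8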;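 note: Pro5 are CHO cells carrying HIG-tagged alpha-DG that lacks glycosylation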
Numbers without * were called inactive; . = not tested or not shown.

(1) C=CCOc1ccccc1CN1CCSCC1
(2) O=C(Nn1c(-c2ccccc2)nc2ccccc2c1=O)C1CCC1
(3) Cc1ccc(C)c(OCc2cc(C(=O)N3CCNC(=O)C3)no2)c1
(4) COc1ccc(CCNC(=O)C2CC(=O)N(c3ccc(F)cc3)C2)cc1OC (stereo not drawn)
(5) CCCCN(C(C)=O)c1ccc(S(=O)(=O)NC2=NCCCCC2)cc1NC(C)=O
(6) CC1=CC(=C(C#N)C#N)C=C(C)N1CCN1CCNCC1
(7) Clc1cccc(Cl)c1Cn1cnc2c(NCc3ccco3)ncnc21
(8) COc1ccc(NC(=O)NCc2cccn2C)c(OC)c1
Screen / compound no.,1,2,3,4,5,6,7,8
Shn3 inh set2,4.1,2.5,-28.4,11.5,-3.3,-12.2,5.9,5.5
CF NFkB inh,3.7,-1.3,1.1,-17.7,-18.8,18.5,7.3,1.5
HIF-2a inh,-7.9,8.0,-26.2,10.9,1.3,10.5,13.6,9.6
TWEAK-Fn14 inh,6.6,1.3,6.5,9.6,4.3,-17.4,24.6,10.5
MITF TRPM1 inh,0.2,-4.0,-8.4,-3.9,-1.1,0.3,-3.3,-1.3
Peg3 prom inh,-5.5,1.6,-16.8,-2.2,-0.4,-3.0,13.9,17.0
KKLEB tox,-0.5,9.6,4.9,11.8,8.2,-7.9,-4.1,0.2
hiPSC survival,-2.7,3.2,0.1,-0.4,0.0,0.2,-0.9,-2.8
NR2E3 ag-1,-64.7,-6.3,-18.9,23.5,9.1,-18.1,-14.5,8.5
NR2E3 ag-2,-2.1,2.9,-2.7,0.2,.,3.9,4.3,2.8
aDG glyco up,0.1,-0.1,0.0,-0.3,0.0,-0.1,0.1,0.1

(9) C[C@@H]1CN([C@@H](C)CO)C(=O)c2cccc(NS(C)(=O)=O)c2O[C@H]1CN(C)Cc1ccc(C(=O)O)cc1
(10) Cc1ccc(C(=O)NCc2ccccc2CN2CCCC2)cc1S(=O)(=O)N1CCOCC1
(11) CC(O)CNc1ccc([N+](=O)[O-])cc1S(=O)(=O)N1CCOCC1 (stereo not drawn)
(12) c1csc(CNCCCN2CCOCC2)c1
(13) CC(=O)c1ccc(O)c(CSc2nncn2C)c1
(14) COc1ccc(Cn2c(=S)[nH]c3ccccc3c2=O)cc1
(15) COc1ccc(CCC(=O)OCC(=O)Nc2ccc(OC)c(OC)c2)cc1OC
(16) O=C(c1ccco1)N1CCN(C(=O)c2cc(-c3ccccc3F)no2)CC1
Screen / compound no.,9,10,11,12,13,14,15,16
Shn3 inh set2,-14.1,-40.2,-2.4,8.7,1.3,4.9,-13.6,-79.2
CF NFkB inh,3.9,-7.9,-1.5,15.4,17.7,15.5,2.3,-0.5
HIF-2a inh,14.4,13.0,19.9,-1.7,6.6,1.2,-1.8,-157.2
TWEAK-Fn14 inh,-12.7,-13.9,10.3,-7.3,-6.2,6.0,24.8,-25.2
MITF TRPM1 inh,2.3,.,7.3,4.7,-3.1,11.2,1.7,-53.0
Peg3 prom inh,0.0,-8.3,3.5,4.9,7.4,2.1,0.0,-224.2
KKLEB tox,-11.3,4.3,-8.1,-7.6,-0.1,-7.9,-6.3,-0.5
hiPSC survival,-0.5,-0.4,-0.1,-0.8,0.0,-0.1,-0.6,-0.6
NR2E3 ag-1,-21.8,-6.0,-27.6,-14.8,-13.6,-17.2,7.9,-32.1
NR2E3 ag-2,.,-0.9,1.7,0.3,1.3,-1.7,5.7,2.9
aDG glyco up,-0.4,0.3,-0.1,0.1,0.3,-0.2,-0.1,0.3

(17) CCc1nc2ccc(C(=O)N3CCN(C(=O)c4ccco4)CC3)cn2c1N(C)C(=O)Nc1ccccc1OC
(18) CC(C)(C)C(O)CN1CCCC1 (stereo not drawn)
(19) CCCC(=O)Nc1nc2c(c(=O)[nH]1)CCCC2
(20) CC(=O)c1ccc(OCC(=O)N2CCN(S(=O)(=O)c3ccc(Br)s3)CC2)cc1
(21) CN(C(=O)c1cc(-n2cnnc2)ccc1Cl)c1ccccc1
(22) CC1CN(S(=O)(=O)c2ccc(-c3nc4ccccc4s3)cc2)CC(C)O1 (stereo not drawn)
(23) CC(Sc1nnc(C2CC2)n1Cc1ccccc1)C(=O)N1CCNC1=O (stereo not drawn)
(24) O=C(/C=C/c1ccc2ccccc2c1)c1ccoc1
Screen / compound no.,17,18,19,20,21,22,23,24
Shn3 inh set2,1.0,12.3,-13.3,17.9,-9.5,7.7,-6.1,-69.7
CF NFkB inh,-22.5,9.5,-13.6,-8.7,34.2,-3.5,-1.0,-11.1
HIF-2a inh,-0.7,13.1,14.0,-2.4,-82.6,-7.2,7.3,-186.6
TWEAK-Fn14 inh,-5.4,-5.1,7.5,6.4,-5.9,-16.4,12.6,2.4
MITF TRPM1 inh,.,-12.3,5.8,9.2,-8.4,2.4,2.1,-76.8
Peg3 prom inh,-4.0,14.8,2.6,15.1,-60.4,9.4,12.6,-152.8
KKLEB tox,14.2,0.0,1.2,-5.1,-6.0,0.1,-13.9,-2.9
hiPSC survival,3.9,0.1,3.5,0.2,-0.5,-0.7,-0.6,0.2
NR2E3 ag-1,6.4,-3.5,-17.8,-16.2,-5.1,-7.0,-17.3,-26.3
NR2E3 ag-2,.,0.3,-0.4,.,0.3,1.9,3.8,2.1
aDG glyco up,0.1,-0.3,-0.2,0.6,0.2,-0.1,-0.3,-0.1

Molecules above that have four or more nitrogen atoms (six):
(5) CCCCN(C(C)=O)c1ccc(S(=O)(=O)NC2=NCCCCC2)cc1NC(C)=O
(6) CC1=CC(=C(C#N)C#N)C=C(C)N1CCN1CCNCC1
(7) Clc1cccc(Cl)c1Cn1cnc2c(NCc3ccco3)ncnc21
(17) CCc1nc2ccc(C(=O)N3CCN(C(=O)c4ccco4)CC3)cn2c1N(C)C(=O)Nc1ccccc1OC
(21) CN(C(=O)c1cc(-n2cnnc2)ccc1Cl)c1ccccc1
(23) CC(Sc1nnc(C2CC2)n1Cc1ccccc1)C(=O)N1CCNC1=O (stereo not drawn)
Screen / compound no.,5,6,7,17,21,23
Shn3 inh set2,-3.3,-12.2,5.9,1.0,-9.5,-6.1
CF NFkB inh,-18.8,18.5,7.3,-22.5,34.2,-1.0
HIF-2a inh,1.3,10.5,13.6,-0.7,-82.6,7.3
TWEAK-Fn14 inh,4.3,-17.4,24.6,-5.4,-5.9,12.6
MITF TRPM1 inh,-1.1,0.3,-3.3,.,-8.4,2.1
Peg3 prom inh,-0.4,-3.0,13.9,-4.0,-60.4,12.6
KKLEB tox,8.2,-7.9,-4.1,14.2,-6.0,-13.9
hiPSC survival,0.0,0.2,-0.9,3.9,-0.5,-0.6
NR2E3 ag-1,9.1,-18.1,-14.5,6.4,-5.1,-17.3
NR2E3 ag-2,.,3.9,4.3,.,0.3,3.8
aDG glyco up,0.0,-0.1,0.1,0.1,0.2,-0.3

Screening results deposited in PubChem by several laboratories.
